Source: PubChem BioAssay (National Center for Advancing Translational Sciences (NCATS))
TexasRed autofl: compound fluoresces in the Texas Red spectral region. Compound fluorescence, Texas Red channel, 547/618 nm; active compounds read high. max dye-equivalent concentration, M. 0.06% of 59,000 active. AID 587; in the data active = max dye-equivalent concentration above about 10 nM; inconclusive = between about 1.1 nM and that limit
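Compound titrations in 100 mM Tris pH 8.0 were incubated 15 min at room temperature and read at 547 nm excitation / 618 nm emission. Texas Red six-point standard curve on each plate converted fluorescence to dye-equivalent concentration.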
Casp1 inh: blocks human caspase-1 allosterically or competitively | P29466 | Caspase-1 enzyme, Ac-WEHD-AFC fluorogenic rate | Potency, µM (series often up to 57.5 µM), inactives show at the top dose activity change, negative = inhibition, hits mostly inhibitors | 0.03% of 75,000 active | AID 900;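 note: potency is the fitted concentration of half-maximal effect; plate controls were vehicle for no effect and no substrate for full effect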
Caspase-7 inhib: caspase-7 (human) inhibition, allosteric or competitive | 0.02% of 75,000 active | recombinant caspase-7, Ac-DEVD-AFC fluorescence rate | AID 889 | Potency, µM (titrated, usually from 57.5 µM), without a hit: at the highest dose activity change, negative = inhibition, hits mostly inhibitors; active = well fitted inhibition curve with a large enough effect in the main read-out, with a control signal flat, not every such curve was filed as active; inconclusive = small, poorly fitted or top-dose-only effect, or a change in a side signal; note: potency is the fitted concentration of half-maximal effect; % of control where 0% means no effect
BRCT PPI red: disrupts BRCA1 BRCT binding to phosphoprotein, red fluorophore readout; BRCT-phosphopeptide binding, red fluorescence polarization; Potency, µM (titrated, usually from 76.9 µM), inactives show top-dose activity change, negative = inhibition, actives largely listed as inhibitors; 0.03% of 75,000 active; note: % is set by controls: 0 for no effect and ±100 for the full control effect
Target sequence (P38398 whole entry, looked up): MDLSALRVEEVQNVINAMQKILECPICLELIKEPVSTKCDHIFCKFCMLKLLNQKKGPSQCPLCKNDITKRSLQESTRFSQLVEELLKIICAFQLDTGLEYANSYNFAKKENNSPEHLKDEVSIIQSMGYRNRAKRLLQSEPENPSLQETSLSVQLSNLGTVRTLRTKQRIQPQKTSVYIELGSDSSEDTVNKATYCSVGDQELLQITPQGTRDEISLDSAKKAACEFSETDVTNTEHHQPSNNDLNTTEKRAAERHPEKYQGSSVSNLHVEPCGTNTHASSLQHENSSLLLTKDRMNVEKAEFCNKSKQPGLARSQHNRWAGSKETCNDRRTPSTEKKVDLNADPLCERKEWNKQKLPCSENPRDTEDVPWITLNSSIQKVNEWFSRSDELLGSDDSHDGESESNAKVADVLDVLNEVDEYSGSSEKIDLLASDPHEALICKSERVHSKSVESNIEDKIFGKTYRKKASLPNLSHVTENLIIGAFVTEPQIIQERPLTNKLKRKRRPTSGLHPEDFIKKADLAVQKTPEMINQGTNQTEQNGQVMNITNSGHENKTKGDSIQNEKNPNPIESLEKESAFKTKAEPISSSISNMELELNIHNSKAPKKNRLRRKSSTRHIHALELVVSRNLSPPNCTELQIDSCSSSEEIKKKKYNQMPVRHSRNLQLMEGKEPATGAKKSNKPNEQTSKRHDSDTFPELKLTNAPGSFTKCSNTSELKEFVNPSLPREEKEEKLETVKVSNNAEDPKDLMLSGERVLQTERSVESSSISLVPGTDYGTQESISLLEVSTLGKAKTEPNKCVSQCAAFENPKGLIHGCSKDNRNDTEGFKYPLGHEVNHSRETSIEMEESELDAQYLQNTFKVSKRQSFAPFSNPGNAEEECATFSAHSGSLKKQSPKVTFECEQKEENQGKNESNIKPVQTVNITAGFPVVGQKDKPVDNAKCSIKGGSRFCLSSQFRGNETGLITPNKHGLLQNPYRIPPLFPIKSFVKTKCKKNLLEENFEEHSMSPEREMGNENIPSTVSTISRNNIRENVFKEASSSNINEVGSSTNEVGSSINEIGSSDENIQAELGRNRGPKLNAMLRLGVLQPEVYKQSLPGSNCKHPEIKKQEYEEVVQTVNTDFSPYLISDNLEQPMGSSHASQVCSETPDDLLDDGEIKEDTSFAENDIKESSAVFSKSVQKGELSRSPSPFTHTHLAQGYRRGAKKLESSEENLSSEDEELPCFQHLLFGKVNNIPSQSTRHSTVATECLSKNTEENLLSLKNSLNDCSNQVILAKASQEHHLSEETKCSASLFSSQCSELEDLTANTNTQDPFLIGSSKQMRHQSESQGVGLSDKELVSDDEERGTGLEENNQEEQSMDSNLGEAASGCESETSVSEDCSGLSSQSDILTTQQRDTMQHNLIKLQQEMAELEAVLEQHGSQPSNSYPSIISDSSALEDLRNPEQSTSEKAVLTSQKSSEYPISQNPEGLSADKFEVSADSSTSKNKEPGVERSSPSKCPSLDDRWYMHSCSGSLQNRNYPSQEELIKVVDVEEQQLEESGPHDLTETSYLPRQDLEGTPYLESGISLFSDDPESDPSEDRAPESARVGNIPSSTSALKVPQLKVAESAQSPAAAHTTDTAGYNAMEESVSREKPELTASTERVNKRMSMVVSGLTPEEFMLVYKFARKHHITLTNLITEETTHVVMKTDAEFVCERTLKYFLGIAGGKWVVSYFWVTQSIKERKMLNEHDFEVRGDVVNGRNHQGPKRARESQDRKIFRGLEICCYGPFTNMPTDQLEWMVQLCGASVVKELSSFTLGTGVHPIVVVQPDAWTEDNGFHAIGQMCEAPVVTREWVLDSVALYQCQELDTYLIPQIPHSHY
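Rhodamine-labelled pBACH1 10-mer (100 nM) bound to BRCT domain (100 nM) at pH 7.3; compounds incubated 12 min room temperature, polarization read. Free peptide defines full inhibition; unlabelled decapeptide titrated as control.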
USP2a inh: blocks human ubiquitin-specific protease USP2a; Potency, µM (titrated, usually from 38.3 µM), inactives show at the highest dose activity change, negative = inhibition, most hits filed as inhibitors; AID 927; 0.1% of 60,000 active; O75604; USP2a enzymatic assay, qHTS inhibition;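 note: potency is the fitted concentration of half-maximal effect; nearly all actives have a fitted effect of over 60% in size; plate controls were DMSO for no effect and NEM full inhibition control for full effect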
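20 nM USP2 core + cpd, 30 min RT; add 20 nM Ub-PLA2/20 uM NBD C6-HPC; read Ex460/Em535 at 0 h and 2.5 h. Normalized to NEM; qHTS curve fit/classification.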
A350 fluor: compound fluoresces in the Alexa 350 spectral region. Compound autofluorescence, 340/450 nm, Alexa 350 dye-equivalents; active compounds read high. max dye-equivalent concentration, M. 11% of 59,000 active; in the data active = max dye-equivalent concentration above about 10 nM; inconclusive = mostly about 1.1 nM to 9.6 nM
BRCT PPI green: blocks human BRCA1 BRCT binding to phosphopeptide, green readout | P38398 | BRCA1 BRCT-phosphopeptide binding, green fluorescence polarization | Potency, µM (doses to about 76.9 µM), for inactives: top-dose activity change, negative = inhibition, hits mostly inhibitors | 0.05% of 75,000 active | AID 875;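 note: potency is the fitted concentration of half-maximal effect; plate controls were peptide without protein for full effect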
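Fluorescence polarization: His-tagged BRCT (~35 kDa BRCA1 C-terminus, 250 nM) bound to 100 nM fluorescein-labeled phosphorylated 10-aa BACH1 peptide, pH 7.3 phosphate buffer with DTT and Tween 20. Compounds incubated 12 min at room temperature; inhibition read as lowered polarization.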
HEK293 cAMP cs: parental HEK293 cAMP activation (counter-screen). AID 938. parental HEK293 CNG cAMP sensor, membrane potential fluorescence. 2.5% of 73,000 active. Potency, µM (highest dose often 57.1 µM), for inactives: at the top dose activation, most hits filed as activators; note: potency is the fitted concentration of half-maximal effect; % of control where 0% means no effect; nearly all actives have a fitted effect of over 55% in size
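Parental HEK 293 cells stably expressing a cAMP-gated CNG channel were loaded with membrane potential dye containing 100 uM RO 20-1724 for 60 min. Compound added for 30 min; depolarization read as fluorescence intensity at 590 nm.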
4MU fluor: 4-MU region autofluorescence; 11% of 59,000 active; compound autofluorescence, 340/450 nm, 4-MU equivalents; active compounds read high; max dye-equivalent concentration, M; in the data active = max dye-equivalent concentration above about 10 nM; inconclusive = mostly about 1.1 nM to 9.6 nM
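Compounds in 100 mM Tris, pH 8.0, sat 15 min at room temperature before fluorescence was read at 340 nm excitation/450 nm emission; a per-plate six-point 4-MU standard curve converted signals to dye-equivalent concentration at each compound concentration.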
Fluorescein autfl: compound fluoresces in the fluorescein spectral region; Compound autofluorescence, 480/540 nm, fluorescein-equivalent; active compounds read high; max fluorescein-equivalent concentration, M; 0.91% of 59,000 active; in the data active = max fluorescein-equivalent concentration above about 10 nM; inconclusive = between about 1.1 nM and that limit
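Tris 100 mM pH 8.0; 15 min RT; CCD read, ex 480/em 540 nm. Output: fluorescein-equivalent concentration per compound concentration, from six-point dye series on each plate.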
Rhodamine autofl: compound autofluorescence in rhodamine spectral region. Rhodamine-region fluorescence, 547/598 nm, Tris buffer; active compounds read high. max dye-equivalent concentration, M. 0.05% of 59,000 active. AID 594; in the data active = max dye-equivalent concentration above about 11 nM; inconclusive = between about 1.1 nM and that limit
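A six-point rhodamine series on each plate calibrates the signal. Compounds sit in 100 mM Tris (pH 8.0) for 15 min at ambient temperature before imaging through 547 nm/598 nm filters.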
* = called active by the depositor; i = inactive; u = inconclusive; x = not tested or not shown; [ ] = dose if it differs, or a comment. Unless noted, calls come from the whole dose curve; as a rule, active = well fitted curve in the direction sought with a large enough effect; inconclusive = small, poorly fitted or top-dose-only effect, or another doubt; inactive = no such curve, though single readings can be large; an effect the other way counts as inactive or inconclusive. Not all compounds are listed. The share of hits here may be higher or lower than overall.

SMILES	TexasRed autofl	Casp1 inh	Caspase-7 inhib	BRCT PPI red	USP2a inh	A350 fluor	BRCT PPI green	HEK293 cAMP cs	4MU fluor	Fluorescein autfl	Rhodamine autofl
CC(=O)c1ccc(OC(=O)C2CC(=O)N(c3cccc(C)c3)C2)cc1 (stereo unspecified)	i	-0.8%	-3.1%	-2.0%	20.0%	i	0.3%	2.5%	i	i	i
CCCOc1ccc(N2C(=O)CC(N(CCC)C(=O)CCC(=O)O)C2=O)cc1 (stereo unspecified)	i	x	x	x	x	i	x	x	i	u	i
CNc1ncncc1-c1ccccc1C(F)(F)F	i	1.3%	-1.4%	1.3%	-3.3%	i	-2.6%	7.0%	i	i	i
COC(=O)c1ccc(CN2C(=O)NC3(CCC(C)CC3)C2=O)o1 (stereo unspecified)	i	-0.4%	0.2%	1.8%	-3.5%	i	-1.3%	1.0%	i	u	i
O=c1[nH]c(=O)n(Cc2ccccc2)c2nc(-c3ccco3)cc(C(F)(F)F)c12	u	u	-22.9%	-1.0%	6.2%	1.57e-06M*	1.8%	u	1.16e-06M*	u	i
Cc1cc(C(=O)NC2CCCC2)on1	x	-1.0%	-0.6%	0.7%	x	x	0.4%	-0.2%	x	x	x
COc1ccc(-c2cc(C(=O)NC(C)C)no2)cc1	i	-0.8%	1.1%	-1.0%	0.4%	u	0.1%	5.7%	u	i	i
COCCNC(=O)c1ccc(-n2c(=O)c(=O)[nH]c3ccccc32)cc1	x	-1.2%	-0.6%	-2.8%	x	x	-1.5%	8.9%	x	x	x
COc1ccc(C2C(C(=O)N3CCN(c4ccccc4)CC3)c3ccccc3C(=O)N2C)cc1OC (stereo unspecified)	i	-1.3%	-0.8%	-4.8%	16.0%	i	0.4%	u	i	i	i
O=C(NCc1cccs1)c1cnc2ccccn2c1=O	x	-4.6%	-0.6%	-1.8%	x	x	-2.1%	23.1%	x	x	x
Cc1cc(C)nc(SC2=CS(=O)(=O)c3ccccc32)n1	i	0.2%	2.1%	-1.0%	-5.3%	i	2.1%	10.3%	i	u	i
CC(Sc1ccc2c(c1)OCCO2)C(=O)Nc1ccc2c(c1)OCO2 (stereo unspecified)	i	0.0%	9.0%	-3.3%	-2.2%	i	0.2%	u	i	i	i
CCC1C(=O)N=C(SCC(=O)Nc2cccc3ccccc23)NC1=O (stereo unspecified)	i	-0.7%	-2.3%	-1.6%	-3.8%	i	0.4%	0.2%	i	i	i
CCOC(=O)c1sc(Nc2nc3c(OC)cccc3s2)nc1C	i	-19.9%	-19.3%	-0.6%	45.3%[activator]	6.36e-08M*	-2.8%	13.3%	4.08e-08M*	i	i
COc1cc2nc(CC(C)C)n(NC(=O)c3ccccc3)c(=O)c2cc1OC	i	-2.2%	0.8%	-1.1%	7.9%	i	-0.5%	10.6%	i	i	i
COC(=O)[C@]1(C)CCC(c2ccc(C)cc2)=C(CC(=O)O)C1	i	0.5%[11.5 µM]	0.8%[11.5 µM]	-0.1%[15.4 µM]	x	i	-4.8%[15.4 µM]	4.3%[11.4 µM]	i	i	i
CCN1CCN(c2ncc3c(n2)CC(c2cc(OC)c(OC)c(OC)c2)CC3=O)CC1 (stereo unspecified)	i	1.9%	-2.1%	1.4%	12.0%	i	-1.1%	10µM*	i	u	i
Cc1ccc(CNc2nc3ccccc3s2)s1	u	-1.1%	-2.1%	1.4%	24.3%	u	-5.1%	2.9%	u	i	i
COc1ccc(C(=O)Nc2ccc(S(=O)(=O)Nc3cc(C)nc(C)n3)cc2)c(OC)c1	x	0.0%	0.4%	-3.7%	-1.8%[7.66 µM]	x	-2.4%	4.8%[11.4 µM]	x	x	x
Cc1c(N(C)C(=O)c2ccccc2F)c(=O)n(-c2ccccc2)n1C	i	0.7%	8.2%	0.9%	-3.4%	i	-0.8%	2.4%	i	i	i
Cc1ccc(C(=O)[C@@H]2[C@@H]3[C@@H](C(=O)[C@@H]4OC[C@H]3O4)[C@@H]3C=Cc4ccccc4N23)cc1	i	x	x	x	x	i	x	-8.1%	i	i	i
CCOC(=O)N1CCN(C(=O)CCc2c(C)nc3nc(C)nn3c2C)CC1	i	0.5%	-0.8%	-2.3%	-1.3%	i	-2.5%	4.3%[2.29 µM]	i	i	i
CCC1CCCCN1C(=O)CSc1nnc(-c2ccc(Cl)cc2)o1 (stereo unspecified)	x	-1.1%	-3.3%	0.1%	x	x	-0.2%	7.3%	x	x	x
O=C(CN1C(=O)c2ccccc2S1(=O)=O)NCc1cccnc1	i	2.0%	-0.8%	1.3%	-3.6%	i	-2.4%	14.5%	i	u	i
COCCn1c(SCC(=O)Nc2ncc(Cl)c(C)c2Cl)nc2ccccc21	i	-0.2%	4.4%	-1.3%	31.7%[activator]	u	2.1%	9.5%	i	u	i
CCc1c(C)sc(NC(=O)c2ccc(Br)o2)c1C(=O)OC	i	u	-29.9%	0.2%	-8.1%	1.89e-07M*	1.2%	u	9.55e-08M*	i	i
CCOC(=O)N1CCN(C(=O)CCn2nc(-c3ccc(Cl)cc3)ccc2=O)CC1	u	0.2%	-0.8%	-3.0%	15.8%	i	4.9%	28.7%	i	u	i
O=C(O)C1Cc2c([nH]c3ccccc23)C(c2ccc3c(c2)OCO3)N1 (stereo unspecified)	u	-15.7%	0.5%[0.00368 µM]	0.2%	21.7%	3.15e-08M*	-2.5%	-7.7%	2.63e-08M*	u	i
Cn1c(=O)c2c(nc3sccn32)n(C)c1=O	i	2.2%	-0.5%	-1.4%	0.7%	i	-0.9%	14.3%	i	i	i
Cn1c(/C(C#N)=C(\O)CN2CCN(Cc3ccccc3)CC2)nc2ccccc21	i	-1.2%	-0.1%	-0.7%	18.3%	i	-1.5%	31.6µM*	i	i	i
COCCn1c(=NC(=O)CSC(C)=O)sc2cc(OC)ccc21	x	-1.7%	1.9%	1.5%	x	x	-1.0%	6.5%	x	x	x
CC1=CC(c2ccccc2)n2nc(N3C(=O)C4CC=CCC4C3=O)nc2N1 (stereo unspecified)	i	x	x	x	x	1.38e-07M*	x	x	1.23e-07M*	u	i
Cc1ccc2cc(CN(CCN3CCCC3)C(=O)Nc3ccc(F)cc3)c(=O)[nH]c2c1C	i	-1.8%	8.8%	-0.1%	25.9%	i	7.9%	23.3%	i	u	i
Cc1cc(NC(=O)CCC(=O)N(c2ccccc2)C2(C(=O)NC3CCCCC3)CCCC2)no1	i	0.4%	-1.7%	-0.5%	22.3%	i	-0.6%	27.9%	i	i	i
CCOC(=O)CSc1nc(C)cc(Oc2ccc(=O)n(C)n2)n1	x	3.0%	-0.9%	-0.5%	x	x	-2.6%	1.4%	x	x	x
CCOC(=O)C1CCN(c2c(NCCCN(CC)c3ccccc3)c(=O)c2=O)CC1	i	0.4%	0.2%	-0.3%	56.1%[activator]	u	-4.5%	11.7%	i	i	i
Cc1cccc(NCc2ccccc2O)c1	i	-1.8%	-0.2%	1.0%	-2.7%	i	0.3%	3.6%	i	i	i
COc1cc(C2C(C(C)=O)=C(C)Nc3ncnn32)ccc1O (stereo unspecified)	i	-1.6%	0.7%	-0.1%	1.5%	u	-2.4%	4.4%	i	i	i
CC(=O)Nc1ccc(OCC=C(Cl)Cl)cc1	x	-0.3%	-1.2%	0.6%	-0.5%	x	-0.1%	-9.8%	x	x	x
O=c1c2ccccc2nc(-c2ccco2)n1Cc1ccccc1	i	-0.9%	-1.2%	1.9%	8.7%	i	1.0%	u	i	u	i
CCN(CC)C(=O)c1sc(NC(=O)Cc2cccs2)c(C#N)c1C	i	-0.7%	0.1%	0.3%	5.5%	i	-1.1%	13.4%	i	i	i
CCC(C)Nc1nc(OC)nc(N(C)C#N)n1 (stereo unspecified)	i	x	x	x	x	i	x	x	i	u	i
COc1ccc(OC)c(C(=O)CSc2nnc(-c3cccs3)n2C)c1	u	-0.2%	0.2%	1.4%	19.1%	i	-3.5%	0.1%	i	u	i
CCOc1cccc(-c2nc3cc(C)ccc3o2)c1	x	-1.2%	-0.1%	-0.6%	-4.8%	x	-1.5%	7.5%	x	x	x
COc1cccc(NC(=O)N[C@@H](Cc2ccccc2)C(=O)O)c1	i	-2.8%	-1.9%	-4.8%	-1.5%	i	-0.1%	2.5%	i	i	i
Cn1c(=O)n(CCN2CCOCC2)c(=O)c2c1nc1n2CCCN1c1ccccc1	i	-0.6%	-0.7%	0.0%	3.1%	u	1.3%	-3.5%	u	u	i
O=C(Nc1ccc(F)cc1)N1CCN(C/C=C/c2ccccc2)CC1	i	-3.8%	2.0%	0.7%	20.6%	i	-0.5%	7.6%	i	u	i
Cc1nnc(SCC(=O)Nc2ccc3c(c2)OCO3)o1	i	-0.6%	-1.9%	1.7%	9.6%	i	-0.7%	-0.4%	i	i	i
CCOC(=O)c1c(C)nc2c3ccccc3ccn12	i	0.7%	-0.5%	-1.4%	10.6%	i	0.0%	22.7%	i	i	i
CCN(CC)P(=O)(C(NC(=O)OC)C(F)(F)C(F)(F)C(F)(F)C(F)F)N(CC)CC (stereo unspecified)	i	0.9%	-0.6%	-0.3%	4.5%	i	-0.7%	1.2%	i	u	i
CCC(C)C1C(C#N)=C(N)OC2=C1C(=O)CC(C)(C)C2 (stereo unspecified)	x	4.6%	-6.2%	-1.7%	x	x	2.3%	u	x	x	x
